Screening data (PubChem)
DAX1 inh-1 – inhibitors of human orphan nuclear receptor DAX1 (NR0B1) | inhibition, % at 6.75 µM | 340,000 tested, 0.99% active | HEK293 Gal4-DAX1 luciferase reporter, luminescence | P51843 | AID 504766;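 active means inhibition above the mean over all tested compounds plus 3 SD, cut at about 4.2% in these data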;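 further: 0% = DAX1-transfected cells with DMSO and 100% = empty-vector control cells with DMSO; inhibition shows as a rise in luminescence from relieved DAX1 repression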
ssDAF-12 act – activates DAF-12 receptor from parasite S. stercoralis; HEK293 ssDAF-12/GRIP1 lit1-tk-luc reporter, luminescence; % of 3 µM dafachronic acid response; activation, % at 6.8 µM; 370,000 tested, 1% active;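 active means activation above the mean over all tested compounds plus 3 SD, cut at about 0.9% in these data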;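 further: 0% = DMSO-only wells and 100% = 3 µM delta7-dafachronic acid wells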
PG9 binder – PG9 antibody binding by small molecule; TR-FRET gp120-PG9 antibody binding; AID 624416; inhibition, % at 6.7 µM; 360,000 tested, 0.43% active; in the data active means inhibition above about 8.5%
GAA850 FXN act – frataxin GAA850 promoter activation | activation, % at 6 µM | HEK293 lucGAA850 FXN promoter luciferase reporter, 24 h; percent of 10 µM SAHA response | 360,000 tested, 0.56% active;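 active means activation above the average of all compounds screened plus 3 SD, cutoff fixed separately per campaign, cut at about 7.5% in these data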;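 further: 0% = DMSO wells and 100% = 10 µM SAHA wells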
SMARCA2 activ – activators of SMARCA2 function; activation, % at 9.1 µM; 370,000 tested, 1% active; MG213 cells, MMTV-luciferase reporter, dexamethasone, overnight; in the data active means activation above about 7.8%;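 further: 0% = vehicle wells and 100% = reference activator wells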
ADAM10 inh – ADAM10 inhibition, QFRET primary screen. AID 720582. 370,000 tested, 0.62% active. inhibition, % at 7 µM. recombinant ADAM10, EDANS/DABCYL FRET peptide cleavage, 3 h;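 active means inhibition above a per-campaign cutoff equal to the mean of compounds falling between control-based bounds plus 3 SD, cut at about 20% in these data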;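 further: 0% = DMSO wells while the 100% control is not disclosed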
hcDAF-12 act – activates DAF-12 receptor from parasite H. contortus; activation, % at 6.8 µM; 370,000 tested, 1.4% active; HEK293 hcDAF-12 lit1-tk-luc reporter, luminescence; 0% DMSO, 100% Δ7-dafachronic acid;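 active means activation above the mean of all tested compounds plus 3 SD, cut at about 5.5% in these data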;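 further: 100% = response to 3 µM Δ7-dafachronic acid high control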
NPR1 activator – GC-A (human) enzyme activation; P16066; HEK293 GC-A cells, cGMP TR-FRET, EC30 ANP; 0% at EC30 ANP, 100% saturating ANP; activation, % at 10 µM; 370,000 tested, 0.14% active; AID 1671463; in the data active means activation above about 40%
Target sequence (P16066 whole entry, looked up): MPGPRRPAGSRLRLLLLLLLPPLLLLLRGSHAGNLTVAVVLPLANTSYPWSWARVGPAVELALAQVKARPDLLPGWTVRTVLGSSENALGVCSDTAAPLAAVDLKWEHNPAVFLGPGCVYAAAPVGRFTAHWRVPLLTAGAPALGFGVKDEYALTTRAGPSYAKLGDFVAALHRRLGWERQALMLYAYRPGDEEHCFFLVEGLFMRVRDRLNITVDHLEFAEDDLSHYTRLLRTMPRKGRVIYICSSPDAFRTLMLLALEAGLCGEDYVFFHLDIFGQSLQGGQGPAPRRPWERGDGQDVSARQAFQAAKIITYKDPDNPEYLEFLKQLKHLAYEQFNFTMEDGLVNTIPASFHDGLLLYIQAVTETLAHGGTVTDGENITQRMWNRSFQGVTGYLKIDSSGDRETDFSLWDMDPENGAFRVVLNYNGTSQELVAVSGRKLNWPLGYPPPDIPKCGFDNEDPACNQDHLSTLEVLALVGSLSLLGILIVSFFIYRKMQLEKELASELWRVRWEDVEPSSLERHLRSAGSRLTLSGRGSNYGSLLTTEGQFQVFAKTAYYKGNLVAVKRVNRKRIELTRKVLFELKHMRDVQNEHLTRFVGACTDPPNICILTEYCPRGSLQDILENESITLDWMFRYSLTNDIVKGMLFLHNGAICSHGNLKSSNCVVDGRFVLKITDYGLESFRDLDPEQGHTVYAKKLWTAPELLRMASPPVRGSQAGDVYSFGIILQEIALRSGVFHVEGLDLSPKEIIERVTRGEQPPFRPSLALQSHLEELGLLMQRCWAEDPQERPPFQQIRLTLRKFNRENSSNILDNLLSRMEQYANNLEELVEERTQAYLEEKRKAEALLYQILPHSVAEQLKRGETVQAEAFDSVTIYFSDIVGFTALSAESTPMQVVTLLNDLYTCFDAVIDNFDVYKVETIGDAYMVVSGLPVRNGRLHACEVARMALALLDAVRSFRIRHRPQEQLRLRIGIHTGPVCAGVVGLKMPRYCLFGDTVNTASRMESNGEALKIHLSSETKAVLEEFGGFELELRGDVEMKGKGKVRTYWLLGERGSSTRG
hgDAF-12 ag – agonists of H. glycines DAF-12 nuclear receptor; 370,000 tested, 1.8% active; activation, % at 6.8 µM; HEK293 GAL4-hgDAF12 UAS-luciferase reporter, agonist luminescence; normalized to butyrate control;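 active means activation above a cutoff set at the mean of all screened compounds plus 3 SD, cut at about 10% in these data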;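 further: 0% = DMSO wells and 100% = sodium butyrate wells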
DAX1 inh-2 – inhibitors of DAX1 repression of SF-1 activated StAR promoter | 370,000 tested, 1.1% active | AID 652010 | inhibition, % at 6.8 µM | HEK293T StAR-luciferase reporter, SF-1/DAX-1 repression relief;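 active means inhibition above the mean over all tested compounds plus 3 SD, cut at about 3.6% in these data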;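 further: 0% = DAX-1 cells with DMSO and 100% = cells lacking DAX-1 with DMSO; higher inhibition means more luminescence from relief of DAX-1 repression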
ADAM17 inh – inhibitors of human ADAM17; P78536; recombinant ADAM17, EDANS/DABCYL FRET peptide cleavage; 370,000 tested, 0.83% active; inhibition, % at 6.95 µM; AID 720648;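 active means inhibition above the mean of compounds lying between control limits plus 3 SD, set per campaign, cut at about 8.5% in these data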;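 further: 0% = DMSO-only wells as the low control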
An asterisk follows results filed as active. This is a random part of the collection. About 6.8% of those tested had a hit in this group.

COC(=O)C1=C(C(=O)OC)C(C(=O)OC)N2C=CC=CC2=C1C(=O)OC (configuration not stated) was read as ssDAF-12 act -1.5, PG9 binder -0.1, SMARCA2 activ -1, ADAM10 inh -144, hcDAF-12 act -2.6, NPR1 activator 0, hgDAF-12 ag 7.6, DAX1 inh-2 0.0 and ADAM17 inh -43.
CC(C)(C)c1ccccc1NC(=O)Cn1cnc2cc([N+](=O)[O-])ccc2c1=O was read as DAX1 inh-1 1.6, ssDAF-12 act -1.6, PG9 binder 0.9, GAA850 FXN act -0.6, SMARCA2 activ -3, ADAM10 inh -4, hcDAF-12 act -0.1, NPR1 activator -4, hgDAF-12 ag -2.0, DAX1 inh-2 -0.8 and ADAM17 inh -4.
`CC(=O)NC1=NN(C(C)=O)C(C)(CS(=O)(=O)c2ccc(Cl)cc2)S1` (configuration not stated) gave DAX1 inh-1 1.1, ssDAF-12 act -1.4, PG9 binder -2.8, GAA850 FXN act -1.2, SMARCA2 activ -1, ADAM10 inh 1, hcDAF-12 act -1.8, NPR1 activator -4, hgDAF-12 ag -1.1, DAX1 inh-2 0.6 and ADAM17 inh 2.
`COc1ccc(N(CC(=O)Nc2cc(Cl)ccc2OC)S(=O)(=O)c2c(C)[nH]c(=O)[nH]c2=O)cc1` gave DAX1 inh-1 1.2, ssDAF-12 act -0.3, PG9 binder -1.4, GAA850 FXN act 0.4, SMARCA2 activ 2, ADAM10 inh 8, hcDAF-12 act 0.2, NPR1 activator -1, hgDAF-12 ag -0.7, DAX1 inh-2 1.5 and ADAM17 inh 2.
CCc1nnc(NS(=O)(=O)c2ccc(NC(=S)NC(=O)c3cccnc3)cc2)s1 was read as DAX1 inh-1 -0.4, ssDAF-12 act -0.5, PG9 binder -1.0, GAA850 FXN act 0.9, SMARCA2 activ -3, ADAM10 inh -4, hcDAF-12 act -0.2, NPR1 activator 0, hgDAF-12 ag 0.0, DAX1 inh-2 0.2 and ADAM17 inh -2.
C/C(=N/NC(=O)CN1CCN(S(=O)(=O)c2ccc(C)cc2)CC1)c1ccco1 was read as DAX1 inh-1 2.5, ssDAF-12 act -1.4, PG9 binder -0.7, GAA850 FXN act -0.9, SMARCA2 activ 0, ADAM10 inh 2, hcDAF-12 act 0.5, NPR1 activator 3, hgDAF-12 ag -4.1, DAX1 inh-2 0.1 and ADAM17 inh -2.
Screening Cc1ccc(S(=O)(=O)N2CCN(C(=O)Cc3ccc4c(c3)OCCO4)CC2)cc1C returned DAX1 inh-1 -0.9, ssDAF-12 act 0.0, PG9 binder -1.9, GAA850 FXN act 1.2, SMARCA2 activ 0, ADAM10 inh 4, hcDAF-12 act -2.4, NPR1 activator -2, hgDAF-12 ag 1.2, DAX1 inh-2 -0.2 and ADAM17 inh 0.
For Cc1cccc2sc(NC(=O)CN3C(=O)C4CC=CCC4C3=O)nc12 (configuration not stated) the results were DAX1 inh-1 1.8, ssDAF-12 act -0.6, PG9 binder 0.4, GAA850 FXN act 4.6, SMARCA2 activ -4, ADAM10 inh 2, hcDAF-12 act 1.3, NPR1 activator 2, hgDAF-12 ag -1.5, DAX1 inh-2 0.3 and ADAM17 inh 0.
O=c1cc2c(n[nH]1)CCCC2 was read as DAX1 inh-1 1.1, ssDAF-12 act -0.2, PG9 binder 0.0, GAA850 FXN act 0.0, SMARCA2 activ -1, ADAM10 inh -12, hcDAF-12 act -1.1, NPR1 activator 1, hgDAF-12 ag -0.3, DAX1 inh-2 -0.4 and ADAM17 inh 1.
For CC1=C(C(=O)OCc2ccc3c(c2)OCO3)C(c2cccc([N+](=O)[O-])c2)NC(=O)N1 (configuration not stated) the results were DAX1 inh-1 0.8, ssDAF-12 act -2.1, PG9 binder 2.2, GAA850 FXN act -7.5, SMARCA2 activ -3, ADAM10 inh 0, hcDAF-12 act -1.3, NPR1 activator -3, hgDAF-12 ag -0.9, DAX1 inh-2 -0.6 and ADAM17 inh 3.
Cc1cc(F)ccc1S(=O)(=O)Nc1ccccc1C(=O)Nc1ccc2[nH]c(=O)[nH]c2c1 was read as DAX1 inh-1 1.1, ssDAF-12 act -1.7, PG9 binder -0.8, GAA850 FXN act 0.6, SMARCA2 activ 1, ADAM10 inh -9, hcDAF-12 act 0.2, NPR1 activator 5, hgDAF-12 ag -1.3, DAX1 inh-2 -0.5 and ADAM17 inh -8.
Screening Cc1cccc(CNC(=O)c2cc(S(=O)(=O)N3CCOCC3)cn2C)c1 returned DAX1 inh-1 1.5, ssDAF-12 act -0.4, PG9 binder -2.1, GAA850 FXN act 1.1, SMARCA2 activ 14*, ADAM10 inh 11, hcDAF-12 act -0.7, NPR1 activator 4, hgDAF-12 ag -0.4, DAX1 inh-2 -0.2 and ADAM17 inh 0.
For COc1ccc(CCNC(=S)NCc2cccs2)cc1OC the results were DAX1 inh-1 -2.4, ssDAF-12 act -1.7, PG9 binder 1.5, GAA850 FXN act 1.5, SMARCA2 activ -4, ADAM10 inh -14, hcDAF-12 act -1.3, NPR1 activator 0, hgDAF-12 ag 1.5, DAX1 inh-2 -1.1 and ADAM17 inh -2.
For CNc1ncnc2c1ncn2[C@H]1CN(Cc2ccco2)C[C@@H](CO)O1 the results were ssDAF-12 act -1.1, PG9 binder -1.4, GAA850 FXN act 0.1, SMARCA2 activ 3, ADAM10 inh -12, hcDAF-12 act 1.0, NPR1 activator 4, hgDAF-12 ag 4.2, DAX1 inh-2 -0.2 and ADAM17 inh -2.
`C/C(=N/Nc1ccc([N+](=O)[O-])cc1)c1ccc(C)cc1C` gave DAX1 inh-1 -0.3, ssDAF-12 act -1.2, PG9 binder -2.0, GAA850 FXN act 4.9, SMARCA2 activ 2, ADAM10 inh 23*, hcDAF-12 act 0.0, NPR1 activator 3, hgDAF-12 ag 4.3, DAX1 inh-2 0.4 and ADAM17 inh 9.6*.
For CCOC(=O)[C@]12CCC=C1N(Cc1cccc3ccccc13)C(=O)[C@H](CC(=O)NCCC(C)C)C2 the results were ssDAF-12 act -1.1, PG9 binder -1.2, SMARCA2 activ -3, ADAM10 inh 13, hcDAF-12 act -0.2, NPR1 activator 0, hgDAF-12 ag 0.3, DAX1 inh-2 1.3 and ADAM17 inh 4.
For OC1(c2ccccc2)Cc2cccc[n+]2C1c1ccccc1 (configuration not stated) the results were DAX1 inh-1 0.7, ssDAF-12 act -1.2, PG9 binder -1.8, GAA850 FXN act -0.3, SMARCA2 activ -4, ADAM10 inh -3, hcDAF-12 act -0.3, NPR1 activator 5, hgDAF-12 ag -1.6, DAX1 inh-2 -0.2 and ADAM17 inh -5.
Screening CCCc1ccc(OCCNC(=O)c2ccco2)cc1 returned DAX1 inh-1 0.1, ssDAF-12 act -0.5, PG9 binder -0.7, GAA850 FXN act 0.5, SMARCA2 activ 7, ADAM10 inh 6, hcDAF-12 act 2.1, NPR1 activator -2, hgDAF-12 ag 6.2, DAX1 inh-2 2.4 and ADAM17 inh -3.
Screening CCCC(=O)Nn1cnc2c(c1=O)C1(CCCC1)Cc1ccccc1-2 returned DAX1 inh-1 -1.3, ssDAF-12 act -1.3, PG9 binder -1.3, GAA850 FXN act -0.8, SMARCA2 activ -4, ADAM10 inh 9, hcDAF-12 act 0.6, NPR1 activator -3, hgDAF-12 ag -1.1, DAX1 inh-2 -0.7 and ADAM17 inh -2.
Screening COC(=O)c1ccc(CNC(=O)N2CCN(S(=O)(=O)c3ccc(C)cc3)CC2)cc1 returned DAX1 inh-1 0.5, ssDAF-12 act -1.0, PG9 binder -0.7, GAA850 FXN act 1.7, SMARCA2 activ -4, ADAM10 inh -4, hcDAF-12 act 2.5, NPR1 activator -6, hgDAF-12 ag -1.2, DAX1 inh-2 -0.4 and ADAM17 inh -2.
Cc1ccc(S(=O)(=O)N2CCOCC2)cc1NC(=O)C1CC(=O)N(c2ccc3c(c2)OCCO3)C1 (configuration not stated) was read as DAX1 inh-1 -1.5, ssDAF-12 act -0.9, PG9 binder 1.3, GAA850 FXN act 2.1, SMARCA2 activ -2, ADAM10 inh -4, hcDAF-12 act -0.8, NPR1 activator 3, hgDAF-12 ag 4.0, DAX1 inh-2 0.1 and ADAM17 inh -3.
For Cc1ccc(S(=O)(=O)Nc2ccc(C(=O)NCc3ccncc3)cc2)cc1 the results were DAX1 inh-1 0.4, ssDAF-12 act -1.2, PG9 binder -1.4, GAA850 FXN act 1.2, SMARCA2 activ -2, ADAM10 inh -3, hcDAF-12 act 0.7, NPR1 activator -2, hgDAF-12 ag -1.5, DAX1 inh-2 1.2 and ADAM17 inh -1.
`O=C(Nc1cccc(S(=O)(=O)c2cccc(NC(=O)c3ccco3)c2)c1)c1ccco1` gave DAX1 inh-1 -4.3, ssDAF-12 act -2.0, PG9 binder -1.1, GAA850 FXN act 0.1, SMARCA2 activ -6, ADAM10 inh 1, hcDAF-12 act -4.4, NPR1 activator -6, hgDAF-12 ag -10.0, DAX1 inh-2 -2.9 and ADAM17 inh 0.
`CC(=O)O[C@@H](Cc1ccc(O)cc1)C(=O)CC(C)C` gave ssDAF-12 act -0.7, PG9 binder -0.3, SMARCA2 activ -4, ADAM10 inh 5, hcDAF-12 act 0.8, NPR1 activator 1, hgDAF-12 ag -0.1, DAX1 inh-2 -1.2 and ADAM17 inh 9.2*.
Screening CCCOC(=O)CSc1nc(N)c(C#N)c(-c2ccco2)c1C#N returned DAX1 inh-1 -0.6, ssDAF-12 act -1.4, PG9 binder -0.2, GAA850 FXN act -0.3, SMARCA2 activ -1, ADAM10 inh -32, hcDAF-12 act -2.0, NPR1 activator 22, hgDAF-12 ag -0.6, DAX1 inh-2 -0.6 and ADAM17 inh -11.
COc1ccc(NC(=O)CSc2nnc(-c3ccco3)n2C)cc1 was read as DAX1 inh-1 0.5, ssDAF-12 act -1.5, PG9 binder 1.2, GAA850 FXN act 0.3, SMARCA2 activ 1, ADAM10 inh 1, hcDAF-12 act -0.3, NPR1 activator 0, hgDAF-12 ag -1.1, DAX1 inh-2 -1.1 and ADAM17 inh -3.
O=C(Nc1ccccc1Cl)c1ccc(Cl)cc1Cl was read as DAX1 inh-1 0.8, ssDAF-12 act -0.6, PG9 binder -1.0, GAA850 FXN act 3.0, SMARCA2 activ 4, ADAM10 inh -1, hcDAF-12 act -0.6, NPR1 activator 1, hgDAF-12 ag 4.0, DAX1 inh-2 -0.1 and ADAM17 inh -2.
For COc1ccc2c(c1)C1(Nc3ccccc3-c3nc4ccccc4n31)C(=O)N2C (configuration not stated) the results were DAX1 inh-1 -0.7, ssDAF-12 act -1.1, PG9 binder -1.8, GAA850 FXN act 0.1, SMARCA2 activ 0, ADAM10 inh -33, hcDAF-12 act -2.1, NPR1 activator -28, hgDAF-12 ag -1.9, DAX1 inh-2 -0.1 and ADAM17 inh -12.
Screening CSc1nnc(-c2cnccn2)n1Cc1ccccc1 returned DAX1 inh-1 0.4, ssDAF-12 act -1.7, PG9 binder -0.8, GAA850 FXN act -1.0, SMARCA2 activ -2, ADAM10 inh 0, hcDAF-12 act 1.1, NPR1 activator 1, hgDAF-12 ag -0.6, DAX1 inh-2 -0.3 and ADAM17 inh -5.
